Screens from PubChem.
CD11b adhes enh – enhancers of human CD11b/CD18 binding to fibrinogen; P05107+P11215; activation, % at 10 µM; K562 CD11b/CD18 adhesion to fibrinogen, ATPlite luminescence; 93,000 tested, 0.07% active;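 active means 10 µM primary screen giving 50% or more activity, confirmed by 40% or more on retest at that dose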; further: strong numbers were not always called active
ERa SRC1 inh – ER-alpha (human) coactivator binding inhibition; 86,000 tested, 1.7% active; P03372; TR-FRET ER-alpha LBD / SRC-1 peptide, estradiol-bound; inhibition, % at 25.6 µM; in the data active means inhibition above about 50%;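 further: 0% = receptor plus peptide control and 100% = peptide only without receptor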
Target sequence (P03372 whole entry, looked up, the tested form may be a part): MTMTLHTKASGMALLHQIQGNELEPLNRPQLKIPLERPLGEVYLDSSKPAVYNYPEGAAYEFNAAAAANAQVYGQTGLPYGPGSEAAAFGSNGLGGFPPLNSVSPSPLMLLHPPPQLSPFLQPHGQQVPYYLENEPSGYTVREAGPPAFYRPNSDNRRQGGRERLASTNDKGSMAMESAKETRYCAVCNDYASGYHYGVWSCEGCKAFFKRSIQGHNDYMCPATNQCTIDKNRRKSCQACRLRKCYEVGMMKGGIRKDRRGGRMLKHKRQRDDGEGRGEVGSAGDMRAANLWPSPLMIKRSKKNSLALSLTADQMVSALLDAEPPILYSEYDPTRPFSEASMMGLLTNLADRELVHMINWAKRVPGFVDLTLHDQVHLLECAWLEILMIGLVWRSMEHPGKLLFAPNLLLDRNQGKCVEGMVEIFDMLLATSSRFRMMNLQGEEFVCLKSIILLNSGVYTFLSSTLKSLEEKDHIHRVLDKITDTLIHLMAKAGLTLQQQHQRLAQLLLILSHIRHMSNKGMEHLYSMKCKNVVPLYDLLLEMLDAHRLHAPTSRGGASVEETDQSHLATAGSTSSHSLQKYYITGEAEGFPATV
H69AR growth 86K – blocks growth of human H69AR lung tumor cells; 85,000 tested, 6% active; viability, % at 10 µM; H69AR lung tumor viability, ATP luminescence, 72 h; active compounds read low;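 active means viability at or below 40%; inactive means viability above 40%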;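 further: multidrug resistant small cell line overexpressing MRP-1 efflux transporter; 100% = mean luminescence of untreated control wells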
HUVEC prolif 384 – inhibitors of human endothelial cell proliferation. HUVEC proliferation, CellTiter-Glo luminescence, 72 h; active compounds read low. 86,000 tested, 1.1% active. viability, % at 10 µM (by protocol);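 active means viability at or below 30%; inactive means viability above 30%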;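 further: 100% = median luminescence of DMSO-only cell control wells on each plate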
CYP2C19 inh – human CYP2C19 inhibition; AID 778; CYP2C19 Supersomes, luciferin-H EGE luminescence, 30 min; inhibition, % at 5 µM; 96,000 tested, 21% active; P33261;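 active means CYP2C19 inhibition above a set limit at 5 µM in the primary screen, cut at about 50% in these data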;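 further: plate controls were negative control wells for no effect and 2.5 mM tranylcypromine positive control for full effect; values of inactives mirror those of a sister screen read the other way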
CYP2C19 activ – activators of human cytochrome P450 2C19; P33261; recombinant CYP2C19, luciferin-H EGE luminescence; active compounds read high; 0 = fully inhibited enzyme, 1 = untreated enzyme; activation factor at 5 µM; 96,000 tested, under 10 active; AID 1025;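 active means activation factor of at least 2 at 5 µM in the primary screen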;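 further: 0 = wells with 2.5 mM tranylcypromine and 1 = vehicle-only wells; values of inactives mirror those of a sister screen read the other way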
Lung fibro prol – blocks proliferation of human lung fibroblasts. AID 719. LL 47 human lung fibroblast viability, ATP luminescence; active compounds read low. viability, % at 10 µM. 85,000 tested, 1.1% active;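 active means viability at or below 50% in the single dose screen; inactive means viability above 50%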;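 further: compound exposure lasted 72 h before the ATP readout; 100% = median luminescence of untreated cell-only wells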
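material = human LL 47 lung fibroblast cells | dosing = compounds added from tenfold dosing solution, 0.1% DMSO final | timing = overnight cell rest, 72 h compound treatment at 37 °C | measured by = CellTiter-Glo luminescence measuring cellular ATP | evaluation = % viability versus median cells-only luminescence | control set = cell-only wells, no compound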
Mac1 fbg inh – CD11b/CD18-fibrinogen binding inhibition; inhibition, % at 10 µM; 93,000 tested, 0.54% active; P05107+P11215; K562 CD11b/CD18 adhesion to fibrinogen, ATPlite luminescence; Mn2+ added to activate the integrin;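 active means primary inhibition of 50% or more at 10 µM, then 40% or more on retest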; further: some results filed as inactive read as strong as hits
ERa coact pot – ER-alpha (human) coactivator binding potentiation | 86,000 tested, 1.3% active | P03372 | TR-FRET ERalpha-LBD/SRC-Cy5 coactivator binding, 2 h; 100 = basal binding, no effect | coactivator binding (% of control), % at 25.6 µM | AID 639; in the data active means activity above about 200%;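 further: binding measured in presence of low estradiol as agonist stimulus; 0% = peptide alone without receptor and 100% = receptor with peptide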
Starred values were filed as active, the others as inactive; / = no result given; [ ] = remark or other dose.

SMILES	CD11b adhes enh	ERa SRC1 inh	H69AR growth 86K	HUVEC prolif 384	CYP2C19 inh	CYP2C19 activ	Lung fibro prol	Mac1 fbg inh	ERa coact pot
CCOC(=O)c1ccc(NC(=O)CNS(=O)(=O)c2ccccc2)cc1	/	-3.6	89.6	92.5	/	/	95.0	/	112.0[fluorescence artefact?]
CCOc1ccc(N(CC(=O)N2CCN(c3ccccc3)CC2)S(=O)(=O)c2c(C)noc2C)cc1	4.4	-8.0	82.0	111.7	36.9	0.6	97.2	-6.5	100.4
Cc1cc2n(c(=O)c1C#N)CCCN2c1ccccc1	/	-18.4	40.7	96.6	/	/	93.5	/	107.0
COCCn1c(COc2ccc(C)cc2)nc2ccccc21	4.0	-14.9	95.8	101.5	65.0*	0.3	106.2	14.1	97.0
Cc1ccc(-c2nnc(SCC(=O)O)n2N)cc1	-1.6	3.8	98.9	91.7	1.9	1	97.5	-14.3	117.7
CCOC(=O)Cn1cc(-c2ccccc2)nn1	-1.8	-2.4	102.6	100.8	19.1	0.8	102.4	-11.1	122.7[fluorescence artefact?]
O=c1ccc(/C=C/c2ccccc2)nn1Cc1ccccc1	-0.8	8.3	80.6	90.5	31.1	0.7	102.4	-2.3	99.2
COc1cccc(-n2c(SCC(=O)NC3CCCCC3)nc3n[nH]c(C)c3c2=N)c1	-1.2	/	/	/	50.9*	0.5	/	13.4	/
CCOc1ccc(N(CC(=O)NCCSc2ccccn2)S(C)(=O)=O)cc1	/	11.3[fluorescence artefact?]	87.0	99.0	22.6	0.8	96.2	/	100.8
CCCOC(=O)c1ccc(NC(=O)c2cn(CC)c3nc(C)ccc3c2=O)cc1	-0.1	47.8[fluorescence artefact?]	90.4	91.9	-2.7	1	98.3	5.0	274.7*[fluorescence artefact?]
COc1cc(C(=O)NC2=NCCS2)ccc1OCc1c(C)noc1C	-3.3	-2.7	90.6	97.7	45.9	0.5	103.5	-11.9	99.0
Cc1cc(C)c2c(N)c(C(=O)NC3CC3)sc2n1	/	1.1	90.0	94.7	13.2	0.9	104.2	/	92.0
Cc1cc([N+](=O)[O-])ccc1NC(=S)NC(=O)Cc1ccccc1	-1.4	-4.6	109.7	122.1	16.8	0.8	114.4	1.1	97.6
CCOC(=O)CCc1c(C)c2ccc(OCC(=O)OC(C)C)cc2oc1=O	-2.8	-16.2	91.8	92.8	12.2	0.9	92.8	12.0	100.5
CCOC(=O)C1CCN(c2ncnc3c2[nH]c2cccc(OC)c23)CC1	1.5	10.1	22.9*	86.7	60.8*	0.4	99.5	-0.9	64.3[fluorescence artefact?]
O=C(CSc1nnc(-c2ccccc2)c(-c2ccccc2)n1)N1CCOCC1	-3.2	-8.7	105.8	95.3	18.6	0.8	98.8	-2.6	91.8
O=C1C(N2CCOCC2)=C(n2nnc3ccccc32)C(=O)c2ccccc21	2.9	-18.5[fluorescence artefact?]	1.4*	2.2*	100.3*	0	2.4*	6.5	96.9[fluorescence artefact?]
Cn1c(SCC(=O)Nc2sccc2C#N)nnc1-c1ccccc1	-0.2	53.4*	82.8	97.7	24.9	0.8	99.7	-4.9	28.9[fluorescence artefact?]
CC(=O)c1ccc(Oc2cc(C)nc(-n3nc(C)cc3C)n2)cc1	3.1	1.4[fluorescence artefact?]	23.4*	61.0	-5.5	1.1	51.5	2.6	127.7
CC(C)CC(NC(=O)C1CCC(C)CC1)C(=O)NCc1ccccn1 (stereo not drawn)	-2.3	4.2[fluorescence artefact?]	/	/	36.2	0.6	/	-7.4	129.9
Cn1c(=O)c2c3c(sc2n2cnnc12)CCC3	-0.2	-0.5	78.7	84.3	3.3	1	105.2	19.3	90.1
S=C1NCCc2ccc(Cl)cc2C1c1ccccc1Cl (stereo not drawn)	/	-1.5	75.8	72.5	/	/	92.5	/	63.7
S=c1[nH]nc(COc2ccc(Cl)cc2)o1	-1.1	-17.8	108.9	95.1	-10.9	1.1	109.4	2.6	115.5
O=C(Cc1ccc(S(=O)(=O)N2CCCC2)s1)Nc1nc2c(s1)CCCC2	56.2	42.4	84.0	83.9	23.0	0.8	106.0	14.8	72.7[fluorescence artefact?]
CCN1C(=O)C(O)(C2COC(C)(C)CC2=O)c2ccccc21 (stereo not drawn)	/	-5.2	59.0	88.7	1.2	1	96.6	/	83.2
Nn1c(SCC(=O)Nc2ccc3c(c2)OCCO3)nnc1-c1ccccn1	2.5	18.2[fluorescence artefact?]	91.8	103.6	17.7	0.8	105.5	-9.3	98.4
COc1ccc(NC(=O)CSc2nnc(-c3ccoc3C)n2CC2CCCO2)cc1 (stereo not drawn)	/	-8.2	107.0	97.9	/	/	98.0	/	91.3
Cc1cc(/C=N/NC(=O)c2cccc([N+](=O)[O-])c2)c(C)n1-c1ccc(Cl)cc1Cl	1.9	/	/	/	-13.2	1.1	/	-7.1	/
COc1ccc(CNC(=O)C2CCCN(S(=O)(=O)c3cnc[nH]3)C2)cc1 (stereo not drawn)	-1.0	-4.6	96.1	98.1	77.6*	0.2	91.9	1.9	127.3
Cc1ccc(C(c2nnnn2Cc2cccs2)N2CCN(C(=O)c3ccco3)CC2)cc1 (stereo not drawn)	-3.4	-3.8	64.8	84.8	71.1*	0.3	90.5	-16.2	112.5
COC(=O)c1[nH]c2ccc(C)cc2c1NC(=O)CN1CCC(C)CC1	10.9	0.1	68.4	102.8	42.3	0.6	93.3	-26.6	121.3
Fc1ccccc1CNc1ccc(Cl)c(Cl)c1	4.8	/	/	/	12.7	0.9	/	-0.8	/
COC(=O)c1c(C)oc(C)c(C(=O)OC)c1=O	-1.6	0.8	92.7	103.9	-3.3	1	100.3	7.8	154.7
CCCc1nnc(NC(=O)CC(=O)OCC)s1	-4.9	2.9[fluorescence artefact?]	94.2	99.4	12.3	0.9	107.5	0.2	111.8
CC1CC(N(C(=O)C2CC2)c2ccccc2)c2ccccc2N1C(=O)C1CC1 (stereo not drawn)	-0.1	-4.4	83.8	102.1	39.4	0.6	84.7	-17.8	113.0
O=[N+]([O-])c1cccc(-c2nnc3c4ccccc4c4ccccc4n23)c1	0.8	/	/	/	5.0	0.9	/	15.0	/
O=C(NCc1ccc(C(F)(F)F)cc1)C1CC(c2ccccc2[N+](=O)[O-])=NO1 (stereo not drawn)	2.1	/	/	/	38.1	0.6	/	-1.1	/
Cc1cc2oc(=O)c3c(c2cc1OC(=O)c1ccco1)CCCC3	24.0	-40.3[fluorescence artefact?]	50.0	92.4	1.2	1	100.0	-5.5	162.9
O=C(c1ccco1)N1CCN(C(c2ccccc2F)c2nnnn2Cc2cccs2)CC1 (stereo not drawn)	-3.6	-1.8	78.4	101.3	8.4	0.9	101.0	-8.2	114.6
Cc1ccc(NC(=S)N2CCC(c3nc4ccccc4s3)CC2)cc1	2.4	/	/	/	32.2	0.7	/	16.5	/

Record cards, as listed above.
COc1cccc(-n2c(SCC(=O)NC3CCCCC3)nc3n[nH]c(C)c3c2=N)c1 is entered as CD11b adhes enh = -1.2; ERa SRC1 inh = /; H69AR growth 86K = /; HUVEC prolif 384 = /; CYP2C19 inh = 50.9*; CYP2C19 activ = 0.5; Lung fibro prol = /; Mac1 fbg inh = 13.4; ERa coact pot = /
COc1ccc(NC(=O)CSc2nnc(-c3ccoc3C)n2CC2CCCO2)cc1 (stereo not drawn) is entered as CD11b adhes enh = /; ERa SRC1 inh = -8.2; H69AR growth 86K = 107.0; HUVEC prolif 384 = 97.9; CYP2C19 inh = /; CYP2C19 activ = /; Lung fibro prol = 98.0; Mac1 fbg inh = /; ERa coact pot = 91.3

(more compounds)
SMILES	CD11b adhes enh	ERa SRC1 inh	H69AR growth 86K	HUVEC prolif 384	CYP2C19 inh	CYP2C19 activ	Lung fibro prol	Mac1 fbg inh	ERa coact pot
Cc1cc(C(=O)CSc2nc3ccccc3c(=O)[nH]2)c(C)n1C	-1.6	15.7	85.3	88.0	49.9	0.5	99.9	1.8	97.4[fluorescence artefact?]
CCNC(=O)CCCOc1ccc(Cl)cc1Cl	-3.2	5.4[fluorescence artefact?]	104.4	99.5	82.6*	0.2	103.2	7.4	107.6
O=C(c1ccc2c3c(cccc13)C(=O)N(O)C2=O)N1CCCCC1	-0.2	-0.9	24.9*	89.4	-12.8	1.1	93.2	-5.6	94.2
CCn1c(SCC(=O)Nc2cccc(NC(C)=O)c2)nnc1C(C)C	-1.3	-2.7	106.4	100.2	-13.2	1.1	102.7	13.7	105.5
COc1cc(C(=O)NCc2ccc(C)cc2)ccc1OCc1c(C)noc1C	-4.7	-8.7	86.3	91.9	24.0	0.8	95.9	4.9	104.1
CCC(C)(C(=O)NC1CCCC1)N(C(=O)c1cnccn1)c1c(C)n(C)n(-c2ccccc2)c1=O (stereo not drawn)	0.1	-2.0[fluorescence artefact?]	107.8	96.5	-14.3	1.1	97.6	-1.7	95.2
Cc1ccc(C(=O)c2c[nH]c(C(=O)NCc3cccnc3)c2)cc1	-6.0	/	/	/	23.5	0.8	/	-0.6	/
COCC(=O)Nc1nc(-c2ccc(C)cc2)c(C)s1	/	-6.9	93.7	98.0	/	/	119.5	/	97.4
CCc1c(C)nc2cc(C)[nH]n2c1=O	3.1	-14.2	97.1	105.5	-0.7	1	104.1	-11.7	113.0
CCOP(=O)(OCC)c1nc(-c2cccc3ccccc23)oc1NCc1ccccc1	0.4	/	/	/	29.8	0.7	/	-68.2	/
COc1ccc(OC)c(-n2c(-c3cccc(O)c3)n[nH]c2=S)c1	-1.0	-2.0	92.8	85.3	-4.7	1	88.9	0.3	76.6
Cn1nnc(NC(=O)c2cccc(F)c2)n1	2.0	-2.8	104.4	95.1	-5.0	1.1	/	3.5	111.0[fluorescence artefact?]
CN(c1ccc(C(=O)N2CCc3ccccc3C2)cc1)S(C)(=O)=O	/	-6.0	99.8	99.7	/	/	101.5	/	113.2[fluorescence artefact?]
Cc1cccc(NC(=O)COc2ccccc2)c1	0.2	4.3	100.0	81.7	82.7*	0.2	88.3	-2.8	99.9
